Source: PubChem
dFosB activator = mouse delta FosB homodimer activation; P13346; activation, % at 25 µM; purified delta FosB, TAMRA-CDK5 oligo fluorescence polarization; percent of positive-control signal above neutral wells; AID 493131; 0.99% of 340,000 active;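 active means mean activation above about 17%, with every replicate also reaching it, limit read from the data, passing the limit was not always enough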;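 further: fluorescence polarization rise as delta FosB binds a TAMRA Cdk5 AP-1 oligo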
V-ATPase pHluor = yeast V-ATPase proton transport regulation by pHLuorin. S. cerevisiae, pHLuorin cytosolic pH fluorescence. response, % at 10 µM. 0.37% of 350,000 active. AID 504577; in the data active means response mostly above about 7.3%, no sharp cut-off; inactive means mostly below about 5.4%; further: actives read high; inactives centre near 0; some compounds called inactive have numbers as strong as hits; reference of the scale not given here
Wnt act = Wnt/beta-catenin pathway activation; 1.2% of 300,000 active; Wnt/beta-catenin reporter cell assay, activator, plate reader; activation, % at 9.35 µM; in the data active means activation above about 30%, passing the limit was not always enough;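 further: 0% = neutral control wells and 100% = positive control wells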
MITF TRPM1 HTS = activators of MITF-driven TRPM1 promoter activity in SK-MEL-5 cells | SK-MEL-5 TRPM1-promoter luciferase, 24 h; % of positive control, neutral wells = 0 | activation, % at 12.5 µM | 0.75% of 300,000 active | AID 588334;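 active means mean activation of at least 80% with every replicate also reaching 80%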;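 further: 0% = neutral control wells and 100% = parthenolide positive control wells; values of inactives mirror those of a sister screen read the other way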
SR-BI HDL uptake = inhibitors of mouse SR-BI mediated HDL lipid uptake; 0.96% of 320,000 active; inhibition, % at 12.5 µM; AID 488896; ldlA[mSR-BI] CHO cells, DiI-HDL uptake fluorescence, 3 h;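 active means mean replicate inhibition of at least 70% and a set share of replicates each scoring 70 or more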;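 further: 0% = median of neutral control wells and 100% = median of positive control wells; values of inactives mirror those of a sister screen read the other way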
PvdQ acylase = P. aeruginosa PvdQ acylase inhibition; AID 488965; 0.063% of 340,000 active; purified PvdQ acylase, fluorescence plate reader; inhibition, % at 10 µM; in the data active means inhibition above about 30%, passing the limit was not always enough;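 further: 0% = vehicle neutral wells and 100% = reference inhibitor wells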
NSD2 inh = inhibitors of human histone methyltransferase NSD2; AID 743445; inhibition, % at 12.5 µM; 0.54% of 310,000 active; NSD2 peptide methylation, AlphaScreen, 120 min; in the data active means inhibition above about 50%
HTR5A inv ag = inverse agonist of human HTR5A in OPRM1-OPRD1 counter-screen; HTR5A cell line, luminescence, inverse agonism; inhibition, % at 9.3 µM; 0.083% of 340,000 active; in the data active means inhibition mostly above about 23%, no sharp cut-off; inactive means mostly below about 18%;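 further: 0% = cells with DMSO and 100% = no-cell wells with DMSO; some compounds called inactive have numbers as strong as hits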
CDK5 inh = blocks human CDK5/p35 kinase activity. inhibition, % at 10 µM. 0.01% of 330,000 active. Recombinant CDK5/p35, ADP-Glo luminescence, 60 min. Q00535+Q15078. AID 488839;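 active means highest replicate inhibition of at least 50% and at least 75% of replicates reaching 50%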;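 further: plate controls were DMSO neutral control for no effect and GW8510 at 10 µM for full effect; many of its hits are not listed in these tables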
Target sequence (Q00535 whole entry, looked up): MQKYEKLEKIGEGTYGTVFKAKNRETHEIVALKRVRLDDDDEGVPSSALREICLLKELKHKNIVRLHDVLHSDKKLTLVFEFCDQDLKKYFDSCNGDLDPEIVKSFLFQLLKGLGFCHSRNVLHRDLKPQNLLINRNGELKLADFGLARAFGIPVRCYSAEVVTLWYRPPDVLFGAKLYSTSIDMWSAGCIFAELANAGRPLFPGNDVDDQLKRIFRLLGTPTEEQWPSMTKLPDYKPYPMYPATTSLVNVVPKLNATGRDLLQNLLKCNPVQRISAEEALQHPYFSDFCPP
Target sequence (Q15078 whole entry, looked up): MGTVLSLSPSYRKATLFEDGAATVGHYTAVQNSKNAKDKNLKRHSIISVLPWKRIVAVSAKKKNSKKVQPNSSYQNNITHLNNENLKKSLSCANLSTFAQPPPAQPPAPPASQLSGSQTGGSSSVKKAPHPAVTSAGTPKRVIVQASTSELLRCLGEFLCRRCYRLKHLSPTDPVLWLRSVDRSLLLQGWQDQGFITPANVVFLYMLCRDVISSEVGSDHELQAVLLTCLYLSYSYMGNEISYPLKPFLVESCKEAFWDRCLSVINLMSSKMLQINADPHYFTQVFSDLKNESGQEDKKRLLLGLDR
HTR5A ag ctr = counter-screen for OPRM1-OPRD1 agonists: human HTR5A agonism; activation, % at 9.3 µM; HTR5A agonist assay, luminescence, cell-based; 0.61% of 340,000 active; AID 504692; in the data active means activation mostly above about 9.5%, no sharp cut-off; inactive means mostly below about 7.6%;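 further: 0% = cells with vehicle only and 100% = reference agonist; strong numbers were not always called active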
* marks the source's active call; other numbers are inactive results; x = not tested or not shown.

SMILES | dFosB activator | V-ATPase pHluor | Wnt act | MITF TRPM1 HTS | SR-BI HDL uptake | PvdQ acylase | NSD2 inh | HTR5A inv ag | CDK5 inh | HTR5A ag ctr
CC(C)Cn1c(-c2cccs2)nc2nc3ccccc3nc21 | -28.9 | -2.3 | x | -19.7 | -10.0 | -5.8 | -6.4 | -15.7 | 1.3 | -6.0
Cc1ccc(C)c(S(=O)(=O)N2CCN(C(=O)[C@@H]3CCCN3C(=O)c3cccs3)CC2)c1 | 2.4 | 1.5 | -2.6 | -5.2 | -7.8 | -3.9 | -0.6 | -9.3 | 0.7 | 3.2
O=C(COC(=O)c1c(F)cccc1Cl)NC1CCCC1 | -3.1 | 4.7 | 3.3 | 29.0 | 10.7 | 1.2 | -1.3 | -0.4 | -0.4 | 3.2
O=C(NCc1ccccc1)C(c1ccc(F)cc1)N(C(=O)c1csnn1)c1ccccc1 (stereo not given) | -12.4 | -3.8 | -3.4 | -3.6 | x | 12.7 | 34.6 | -4.3 | 1.1 | 1.4
CCOc1ccc(NC(=O)[C@@H]2CCCN2C(=O)c2cccs2)cc1S(=O)(=O)N1CCCCC1 | -9.4 | 1.8 | -2.9 | -6.2 | 34.7 | -10.2 | -3.0 | -17.4 | 0.0 | 7.0
O=C(NCC(c1ccco1)N1CCc2ccccc21)c1c(F)cccc1F (stereo not given) | -10.5 | 1.4 | -2.7 | 6.7 | 14.5 | -10.0 | -0.2 | 7.7 | 0.4 | 0.6
CC(=O)c1cccc(NC(=O)N2CCCC2C(=O)NCc2ccc(C)cc2)c1 (stereo not given) | -2.7 | 0.0 | x | -7.1 | 12.7 | -6.1 | -1.3 | -11.6 | -0.5 | -2.1
CC1=C(C(=O)Nc2ccc(F)cc2)C(c2ccncc2)C2=C(CCCC2=O)N1 (stereo not given) | -5.0 | -7.4 | -7.0 | x | 3.9 | 12.7 | -11.6 | -34.9 | -0.3 | 13.3
CCCOc1cccc(C2C(C(=O)c3cc4ccccc4o3)=C(O)C(=O)N2c2cc(C)on2)c1 (stereo not given) | -5.0 | -0.3 | -0.1 | 2.2 | -11.1 | -3.4 | -2.3 | -8.9 | -1.4 | 2.2
O=S(=O)(CCc1ccncc1)Cc1ccc2c3c(cccc13)CC2 | -1.1 | 2.5 | -1.2 | -15.7 | -5.2 | -10.0 | -2.6 | 19.9 | 2.1 | -1.7
COc1cccc2cc(C(=O)NCc3ccc(F)cc3)c(=N)oc12 | -6.3 | 0.2 | 3.7 | -13.7 | 39.2 | -11.6 | -3.5 | 25.9 | -2.9 | -10.1
CC(C)(C)NC(=O)CN(Cc1cccnc1)C(=O)c1csnn1 | -2.2 | -4.0 | x | x | -33.6 | -9.2 | 3.6 | -10.7 | 0.7 | 3.9
O=C(Cn1cccn1)c1ccccc1 | 3.2 | -4.2 | -0.6 | 9.4 | -1.7 | -14.9 | x | 29.9 | -0.2 | 5.2
COCCn1c(C)cc(C(=O)COC(=O)CNC(=O)c2ccccc2)c1C | 2.8 | 1.8 | -1.5 | -7.9 | -30.4 | 9.3 | -0.9 | -6.6 | -1.2 | 3.0
Cc1c(CC(=O)NCC(=O)NCC(=O)O)c(=O)oc2cc3c(cc12)CCC(C)(C)O3 | -3.4 | 5.0 | 0.8 | 9.3 | 0.6 | -10.7 | 0.6 | -3.8 | -1.6 | 1.0
O=c1cc(N2CCc3ccccc3C2)[nH]c(=O)n1-c1ccc(Cl)cc1 | -0.3 | 1.3 | -2.4 | -8.9 | -15.1 | -0.7 | -1.8 | -23.6 | -1.3 | -0.6
CCc1nnc(NC(=O)CSc2nnc(-c3ccoc3C)n2-c2ccc(C)cc2)s1 | -6.9 | 1.7 | -4.1 | -3.2 | -21.7 | -7.8 | 8.4 | 14.8 | 0.1 | -7.0
Cc1cc(CNC(=O)C2CCC(=O)N(Cc3cccc(C(F)(F)F)c3)C2)no1 (stereo not given) | 0.3 | -2.3 | -0.7 | 1.5 | -12.5 | -6.8 | -2.1 | -14.8 | 2.5 | -1.4
CCc1nc2ccc(C(=O)N(C)CC(=O)Nc3ccc(F)c(F)c3F)cc2nc1CC | -11.0 | -0.6 | -0.7 | 10.7 | 46.7 | -13.4 | 0.1 | -5.5 | -0.2 | 1.8

A second format for 11 compounds above.
SMILES	dFosB activator	V-ATPase pHluor	Wnt act	MITF TRPM1 HTS	SR-BI HDL uptake	PvdQ acylase	NSD2 inh	HTR5A inv ag	CDK5 inh	HTR5A ag ctr
CCCOc1cccc(C2C(C(=O)c3cc4ccccc4o3)=C(O)C(=O)N2c2cc(C)on2)c1 (stereo not given)	-5.0	-0.3	-0.1	2.2	-11.1	-3.4	-2.3	-8.9	-1.4	2.2
O=S(=O)(CCc1ccncc1)Cc1ccc2c3c(cccc13)CC2	-1.1	2.5	-1.2	-15.7	-5.2	-10.0	-2.6	19.9	2.1	-1.7
COc1cccc2cc(C(=O)NCc3ccc(F)cc3)c(=N)oc12	-6.3	0.2	3.7	-13.7	39.2	-11.6	-3.5	25.9	-2.9	-10.1
CC(C)(C)NC(=O)CN(Cc1cccnc1)C(=O)c1csnn1	-2.2	-4.0	x	x	-33.6	-9.2	3.6	-10.7	0.7	3.9
O=C(Cn1cccn1)c1ccccc1	3.2	-4.2	-0.6	9.4	-1.7	-14.9	x	29.9	-0.2	5.2
COCCn1c(C)cc(C(=O)COC(=O)CNC(=O)c2ccccc2)c1C	2.8	1.8	-1.5	-7.9	-30.4	9.3	-0.9	-6.6	-1.2	3.0
Cc1c(CC(=O)NCC(=O)NCC(=O)O)c(=O)oc2cc3c(cc12)CCC(C)(C)O3	-3.4	5.0	0.8	9.3	0.6	-10.7	0.6	-3.8	-1.6	1.0
O=c1cc(N2CCc3ccccc3C2)[nH]c(=O)n1-c1ccc(Cl)cc1	-0.3	1.3	-2.4	-8.9	-15.1	-0.7	-1.8	-23.6	-1.3	-0.6
CCc1nnc(NC(=O)CSc2nnc(-c3ccoc3C)n2-c2ccc(C)cc2)s1	-6.9	1.7	-4.1	-3.2	-21.7	-7.8	8.4	14.8	0.1	-7.0
Cc1cc(CNC(=O)C2CCC(=O)N(Cc3cccc(C(F)(F)F)c3)C2)no1 (stereo not given)	0.3	-2.3	-0.7	1.5	-12.5	-6.8	-2.1	-14.8	2.5	-1.4
CCc1nc2ccc(C(=O)N(C)CC(=O)Nc3ccc(F)c(F)c3F)cc2nc1CC	-11.0	-0.6	-0.7	10.7	46.7	-13.4	0.1	-5.5	-0.2	1.8
